Source: PubChem (Broad Institute)
ERp5 block = blocks human ERp5 reductase activity on insulin | Q15084 | ERp5 insulin aggregation, absorbance 650 nm, 90 min | inhibition, % at 9.99 µM | 0.05% of 350,000 active | AID 651711;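 active means mean replicate inhibition above about 25%, with every replicate also reaching it, limit read from the data, passing the limit was not always enough; inconclusive means only one of those two criteria met; inactive means neither criterion met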
ERAP1 inh = blocks human ERAP1 aminopeptidase activity. Q9NZ08. recombinant ERAP1, Leu-AMC fluorescence, 60 min. inhibition, % at 10.7 µM. 0.15% of 340,000 active. AID 652197;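 active means mean replicate inhibition of at least 30%, or all replicates individually reaching that 30% level; inactive means mean below 30% and not every replicate reaching it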;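 further: 0% = neutral control wells and 100% = L-leucinethiol positive control wells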
Target sequence (Q9NZ08 whole entry, looked up): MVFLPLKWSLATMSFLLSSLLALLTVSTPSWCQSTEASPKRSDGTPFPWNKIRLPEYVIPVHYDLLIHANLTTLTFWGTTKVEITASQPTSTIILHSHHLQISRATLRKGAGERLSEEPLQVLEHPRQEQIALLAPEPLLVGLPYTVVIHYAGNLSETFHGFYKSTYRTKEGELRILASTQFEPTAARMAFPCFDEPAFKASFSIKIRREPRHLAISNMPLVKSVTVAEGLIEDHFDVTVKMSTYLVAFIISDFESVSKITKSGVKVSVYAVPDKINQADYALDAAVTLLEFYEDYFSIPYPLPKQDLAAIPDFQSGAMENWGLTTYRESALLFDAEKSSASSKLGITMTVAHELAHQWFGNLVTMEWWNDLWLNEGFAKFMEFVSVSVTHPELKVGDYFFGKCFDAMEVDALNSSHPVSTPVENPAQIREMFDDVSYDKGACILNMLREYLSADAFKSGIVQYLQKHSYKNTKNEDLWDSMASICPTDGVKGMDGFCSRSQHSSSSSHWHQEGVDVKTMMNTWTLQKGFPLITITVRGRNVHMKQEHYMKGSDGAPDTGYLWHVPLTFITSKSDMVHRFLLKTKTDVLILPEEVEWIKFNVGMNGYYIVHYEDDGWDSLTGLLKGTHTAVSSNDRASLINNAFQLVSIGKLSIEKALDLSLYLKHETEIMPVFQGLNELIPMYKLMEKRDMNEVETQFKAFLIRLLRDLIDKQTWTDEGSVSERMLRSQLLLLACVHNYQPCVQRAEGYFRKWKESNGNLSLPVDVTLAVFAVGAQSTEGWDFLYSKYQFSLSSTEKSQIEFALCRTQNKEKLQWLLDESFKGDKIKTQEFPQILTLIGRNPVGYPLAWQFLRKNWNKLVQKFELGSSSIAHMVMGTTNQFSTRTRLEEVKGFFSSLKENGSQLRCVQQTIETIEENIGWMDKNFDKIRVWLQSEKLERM
CFTR F508del cor = correctors of CFTR F508del function in bronchial epithelial cells | 0.36% of 350,000 active | CFBE cells, YFP halide quenching; stimulated with forskolin plus potentiator P3; % fluorescence drop versus neutral controls | activity (quench increase), % at 7.58 µM;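 active means mean added fluorescence quench of at least 8% versus neutral control, with both replicates also reaching 8%; inconclusive means only one of the mean or replicate conditions met; inactive means mean below 8% and not both replicates reaching 8%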;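 further: cells transiently co-express mutant CFTR-F508del with the halide-sensitive YFP; corrector assay measuring rescue of mutant channel to the surface after 24 h compound exposure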
SIRT5 inh = blocks human SIRT5 desuccinylation of peptide. 1.1% of 330,000 active. Q9NXA8. inhibition, % at 15 µM. Purified SirT5, succinyl-peptide AMC, trypsin-coupled fluorescence; in the data active means inhibition above about 15%; inconclusive means no clear call, values can overlap the other calls
miR122 inh = inhibitors of miR-122 in Huh7 cells. Huh7 miR-122 Renilla luciferase sensor, 48 h; neutral wells = 0, positive control = 100. activation (reporter increase), % at 12.5 µM. 0.3% of 340,000 active;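 active means mean replicate activation score at least 90 and every replicate individually at or above 90; inconclusive means only one of the two criteria met; inactive means neither criterion met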;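 further: higher luciferase means less miR-122 activity so hits act as miR-122 inhibitors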
Casp6 inh = blocks human caspase-6 cleavage activity. AID 686996. purified caspase-6, Z-VEID-R110 cleavage fluorescence. inhibition, % at 12.5 µM. 0.53% of 350,000 active. P55212;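 active means mean inhibition across replicates at least about 35%, with every replicate also reaching that limit, limit read from the data; inconclusive means only one of the two criteria met; inactive means neither criterion met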;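 further: 0% = median of neutral control wells and 100% = no fluorescence left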
DENV2 CPE = protects cells from dengue virus 2 cytopathic effect; CPE inhibition, % at 9.99 µM; 1.7% of 350,000 active; AID 651640; DENV2-infected cells, cytopathic effect rescue, plate reader; in the data active means CPE inhibition above about 20%, passing the limit was not always enough; inconclusive means no clear call, values can overlap the other calls; tested in BHK-21 cells;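 further: 0% = median of neutral control wells and 100% = median of positive control wells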
The depositor's hits bear a star; ? = inconclusive; . = no result given; [ ] = dose if it differs, or a comment. This is a random part of the collection (roughly 4% active in at least one column).

SMILES	ERp5 block	ERAP1 inh	CFTR F508del cor	SIRT5 inh	miR122 inh	Casp6 inh	DENV2 CPE
C[C@H]1CN([C@@H](C)CO)C(=O)c2cc(-c3ccc(F)cc3)cnc2O[C@H]1CN(C)C(=O)C1CCC1	0	-1	2.3	8	9[16.7 µM]	3	2
C[C@H](CO)N1C[C@H](C)[C@H](CN(C)Cc2ccc(Cl)c(Cl)c2)Oc2ccc(NS(=O)(=O)c3ccc(Cl)cc3)cc2C1=O	-13	1	5.5	8	-6[16.7 µM]	.	9
OCc1ccccc1OCCCN1CCC(Cc2ccccc2)CC1	-6	6	3.3	2	0	-3	14
COc1ccc(S(=O)(=O)Nc2ccc3c(c2)C(=O)N([C@@H](C)CO)C[C@H](C)[C@@H](CN(C)C(=O)CCC(F)(F)F)OCCCC[C@H](C)O3)cc1	5	-4	1.6	7	5[16.7 µM]	-1	?
N#C[C@H]1[C@H](c2ccccc2)[C@H](CO)N1S(=O)(=O)Cc1ccccc1	0	-3	0.1	-1	.	6	-3
O=C(NCc1cccs1)c1ccc(Br)o1	4	2	.	-4	1	1	2
CN1CCN(Cc2cccc(Oc3ccc(Cl)cc3)c2)CC1	0	-5	0.1	-3	.	22	10
CO[C@H]1CN(C)C(=O)c2cc(NC(=O)CC(F)(F)F)ccc2OC[C@@H](C)N(CC2CC2)C[C@@H]1C	-3	-1	-0.5	.	.	4	-10
Cc1cc(C)n(C(=O)CNC(=O)c2ccc(C(C)(C)C)cc2)n1	2	-4	-2.6	-2	-2	-3	-4
CCCNC(=O)N1CC2(CN(CC3CC3)C2)c2c(n(C)c3cc(OC)ccc23)[C@@H]1CO	3	-3	0.4	1	.	0	-1
CNc1nc2ccccc2n(C)c1=O	-1	0	-1.5	.	.	1	0
O=S(=O)(c1cccc(-c2cn3ccccc3n2)c1)N1CCCC1	-8	-3	2.7	0	.	.	-3
Cn1c(=O)c2cc(NC(=S)NCc3ccccc3F)ccc2n1C	-1	-4	1.3	.	-3	-3	7
CCCC(=O)Nc1ccc2c(c1)OC[C@@H](C)N(C(=O)CC)C[C@@H](C)[C@H](OC)CN(C)C2=O	3	0	-2.0	-2	-8[16.7 µM]	-2	16
COc1ccc(NC(=O)CSc2nnc(-c3ccncc3)n2C)cc1	-6	-2	-1.3	-4	.	-3	-4
C/C=C/c1ccc2c(c1)O[C@H](CN(C)C(=O)c1ccc(F)cc1)[C@H](C)CN([C@H](C)CO)S2(=O)=O	-6	0	.	-1	-1[16.7 µM]	1	0
CSCC[C@H](NC(=O)C1CCCC1)c1nc2ccccc2[nH]1	-1	-1	1.4	-2	-1	-1	3
COc1cccc(C(C(=O)NC(C)(C)C)N(Cc2ccco2)C(=O)CCC(=O)Nc2cc(C)on2)c1OC (stereo not drawn)	2	-2	-0.3	0	-5	3	1
CCCC(=O)Nc1ccc2c(c1)OC[C@@H](C)N(Cc1ccccc1)C[C@H](C)[C@@H](OC)CN(C)C2=O	-2	3	3.8	-2	1[16.7 µM]	1	7
COc1ccc(CN(C)C[C@@H]2Oc3ccc(N(C)C)cc3CC(=O)N([C@H](C)CO)C[C@H]2C)cc1	-8	0	-2.5	-1	10[16.7 µM]	-1	7
O=C(Nc1cccnc1)c1ccc(N2CCOCC2)c([N+](=O)[O-])c1	16	2	0.2	2	-2	2	-4
Cn1c(CCNC(=O)c2ccco2)nc2cc(NC(=O)c3ccccc3)ccc21	2	-1	1.2	-8	.	-5	7
COc1ccccc1Nc1nc(C)cc(=O)[nH]1	2	-2	.	.	0	-4	.
CO[C@H]1CN(C)C(=O)c2cc(NS(=O)(=O)c3ccccc3)ccc2OC[C@@H](C)NC[C@@H]1C	2	-1	-1.1	.	.	1	4
COc1ccc(-c2ccc([C@H]3[C@@H](C#N)N(C(=O)C4CC4)[C@H]3CO)cc2)cc1	9	4	-1.9	-3	.	-2	-13

The listing continues.
SMILES	ERp5 block	ERAP1 inh	CFTR F508del cor	SIRT5 inh	miR122 inh	Casp6 inh	DENV2 CPE
CCc1nnnn1-c1ccc([N+](=O)[O-])cc1C	-4	-3	-6.1	-7	.	1	-1
O=C(Nc1cc(F)ccc1F)N[C@@H]1CC[C@H](CCNC(=O)c2cnccn2)O[C@H]1CO	-1	-1	3.0	4	15[16.7 µM]	-6	32*
CCOC(=O)c1cnc2c(C)cc(C)cc2c1Nc1ccc(S(=O)(=O)Nc2ncccn2)cc1	-1	8	.	1	0	-1	-1
COc1cc(NC(=O)c2cccc3c(-c4cccnc4)coc23)cc(OC)c1OC	-5	1	1.7	-1	-14	-1	?
CC(=O)Oc1c(I)cc(I)cc1C(=O)Nc1ccc(Cl)cc1	0	0	-1.5	7	8	4	3
O=C1NC[C@H](Cc2ccc(O)cc2)N(C[C@@H]2CCCN2C[C@H](Cc2ccccc2)N2C[C@H](Cc3ccc(O)cc3)N(CC3CCCCCC3)C(=O)C2=O)C1=O	-8	-7	1.7	2	.	.	?
CO[C@H]1CN(C)C(=O)c2cc(NC(=O)C3CC3)ccc2OC[C@@H](C)N(Cc2ccncc2)C[C@@H]1C	-3	3	-0.1	-3	2[16.7 µM]	3	-12
Cc1ccc(N(CC(=O)N(C)Cc2ccccc2)S(C)(=O)=O)cc1C	-1	-1	-0.6	0	-2	0	2
CCC(=O)Nc1ccc(Cl)c(NC(=O)c2ccc([N+](=O)[O-])cc2)c1	3	8	.	0	-4	-2	2
COc1ccc(NC(=O)COC(=O)c2ccc(S(=O)(=O)N3CC(C)CC(C)C3)cc2)cc1OC (stereo not drawn)	-6	2	0.4	1	-3	0	-5
COc1ccc(CC(=O)NNS(=O)(=O)c2ccccc2)cc1OC	4	-1	-2.6	0	5	-2	-1
O=C(CCC1CCCC1)Nc1cccc(Cc2ccncc2)c1	4	12	-1.3	-5	4	0	3
C[C@H](CO)N1C[C@H](C)[C@@H](CN(C)CC2CCCCC2)Oc2ccc(N(C)C)cc2C1=O	1	2	-3.0	-4	56[16.7 µM]	-1	0
CCCCCC(=O)N/N=C/c1ccc([N+](=O)[O-])o1	1	6	-0.4	3	10	10	-10
C[C@@H]1CN([C@H](C)CO)C(=O)Cc2cc(NS(C)(=O)=O)ccc2O[C@H]1CN(C)C(=O)NC1CCCCC1	-2	-2	-1.7	-1	-3[16.7 µM]	2	-7
O=C(C[C@H]1C[C@@H]2c3cc(NC(=O)C4CCC4)ccc3O[C@@H]2[C@@H](CO)O1)NCCc1ccccc1	7	0	-3.1	-5	2[16.7 µM]	4	-2
CO[C@H]1CC[C@H]2CCOc3ccc(C#N)cc3C(=O)N(C)C[C@@H](OC)[C@@H](C)C(=O)N(C)C[C@H]1O2	14	-4	.	-1	.	-3	-4
COc1ccccc1Nc1nnc(SCC(=O)N2CCCC2)s1	5	3	-3.0	2	12	2	.
CC(=O)N1c2ccc(S(=O)(=O)NCCC(=O)Nc3ccc(Cl)cc3)cc2CC1C (stereo not drawn)	4	2	1.3	.	21	3	13
COc1ccc2oc(C(=O)OC(C)C(=O)NC3(C#N)CCCCC3)c(C)c2c1 (stereo not drawn)	0	-1	-1.7	-9	.	2	7
CCN1[C@@H]2c3ccc(-c4cccc(C(=O)N(C)C)c4)c(=O)n3C[C@@H]2[C@@H](CO)[C@@H]1C(=O)OC	.	5	1.1	12	17[16.7 µM]	-1	7
COc1ccc(NC(=O)Cn2c(=O)n(-c3ccc(CC(=O)NCc4ccco4)cc3)c(=O)c3ccccc32)cc1	2	1	-5.9	-2	-1	4	.
COc1ccc(-c2sc3ccccc3c2C#Cc2cncn2C)cc1	-3	6	3.8	.	1	-3	-9
Cc1cc(Br)ccc1SCC(=O)NCC(c1ccco1)N1CCCCC1 (stereo not drawn)	-2	2	-0.9	-1	8	5	1
C[C@H]1CN([C@@H](C)CO)C(=O)Cc2cc(NC(=O)C3CC3)ccc2O[C@@H]1CN(C)C	-3	-2	-2.4	-3	0[16.7 µM]	-2	12

Ordered by count of non-hydrogen atoms (lowest first): some entries from above.
SMILES	ERp5 block	ERAP1 inh	CFTR F508del cor	SIRT5 inh	miR122 inh	Casp6 inh	DENV2 CPE
CNc1nc2ccccc2n(C)c1=O	-1	0	-1.5	.	.	1	0
O=C(NCc1cccs1)c1ccc(Br)o1	4	2	.	-4	1	1	2
CC(=O)Oc1c(I)cc(I)cc1C(=O)Nc1ccc(Cl)cc1	0	0	-1.5	7	8	4	3
C/C=C/c1ccc2c(c1)O[C@H](CN(C)C(=O)c1ccc(F)cc1)[C@H](C)CN([C@H](C)CO)S2(=O)=O	-6	0	.	-1	-1[16.7 µM]	1	0
CCCC(=O)Nc1ccc2c(c1)OC[C@@H](C)N(Cc1ccccc1)C[C@H](C)[C@@H](OC)CN(C)C2=O	-2	3	3.8	-2	1[16.7 µM]	1	7

The results go on:
SMILES	ERp5 block	ERAP1 inh	CFTR F508del cor	SIRT5 inh	miR122 inh	Casp6 inh	DENV2 CPE
COc1cc(/C=N/n2c(C)n[nH]c2=S)ccc1OCc1ccc(F)cc1	-2	4	.	-4	-5	0	1
COc1ccc(NS(=O)(=O)c2ccc(C)c(NC(=O)CNC(=O)c3ccco3)c2)cc1	13	-4	0.8	0	30	3	-10
COc1ccc(N2CCN(C(=O)c3cccc(Br)c3)CC2)c([N+](=O)[O-])c1	5	1	2.7	2	.	-4	-1
CC1(C)CC(=O)C=C(Nc2ccccc2)C1	6	.	4.6	-2	.	-2	0
COc1ccc2cc3c(N)nn(C(=O)c4ccccc4Cl)c3nc2c1	-3	0	0.5	2	8	0	0
Cn1ccc(NS(=O)(=O)c2cc(Br)ccc2Br)n1	3	-5	-3.7	-6	.	2	-3
CC1(C)CC(NC(=S)Nc2ccc(S(N)(=O)=O)cc2)CC(C)(C)N1	5	0	0.0	3	-5	-2	4
CCOC(=O)c1cnc2ccc(C(=O)OC)cc2c1NCCN1CCOCC1	-4	5	0.7	0	.	-1	6
O=C(COC(=O)c1cccs1)NC1CCCC1	2	-1	-1.4	-3	-9	-3	7
Cc1nn(-c2ccccc2)c(C)c1C(=O)NCc1ccc(S(N)(=O)=O)cc1	3	0	3.7	2	-1	2	11
O=C(Nc1ccnn1C1CCN(C/C=C/c2ccccc2)CC1)C1CCCC1	7	-2	-0.6	-1	.	-10	17
COc1ccc(-c2[nH]ncc2CN(C)C(C)c2ccon2)c(OC)c1 (stereo not drawn)	0	.	-1.7	-2	-4	3	-3
C[C@H](CO)N1C[C@H](C)[C@@H](CN(C)S(=O)(=O)c2ccccc2)Oc2ccc(NS(=O)(=O)c3cn(C)cn3)cc2CC1=O	2	1	1.9	-3	7[16.7 µM]	-1	-11
COC(=O)c1cccc(Nc2cc(C)n(-c3cccc(C(=O)OC)c3)c(=O)c2)c1	1	4	-2.8	3	.	0	4
Cn1c(N)nc2nc[nH]c2c1=S	8	5	0.5	2	.	1	-2
O=C(NNC(=S)Nc1ccccc1)c1cc(-c2cccnc2)nc2ccccc12	4	1	-0.1	1	6	1	-7
CCNC(=O)[C@@H]1[C@@H](CO)[C@@H]2Cn3c(ccc(-c4ccccc4)c3=O)[C@H]1N2CCC(F)(F)F	8	1	.	-37	.	0	-3
O=C(NCC(F)(F)F)[C@H]1O[C@@H](n2ccc(=O)[nH]c2=O)[C@H](O)[C@@H]1O	0	-1	-0.1	3	0	-1	6
COC(=O)C1=C(C)N(C)C(=NCc2ccc(C(F)(F)F)cc2)NC1c1ccc(F)cc1 (stereo not drawn)	0	-1	2.2	-5	.	8	-6
O=c1cc(CSc2nnc(COc3ccccc3)n2-c2ccccc2)c2ccccc2[nH]1	-8	1	.	4	2	2	-1
O=C(CC1C(=O)NCCN1Cc1ccc(-c2ccccc2)cc1)NCc1ccncc1 (stereo not drawn)	7	-2	0.3	1	.	-2	4
COc1cccc(/C=C/c2ccc3ccccc3n2)c1OC(C)=O	4	1	-1.3	4	.	1	0
CCOC(=O)N1CCN(C(=O)C2CCN(Cc3ccc(O)c(OCC)c3)CC2)CC1	-1	-5	-2.6	-5	-11	-2	-4
C=CCn1c(SCC(=O)c2ccc(O)c(O)c2)nnc1-c1ccccc1OC	0	2	-2.1	2	.	18	2
COc1ccc(N/C(=N/c2nc(C)cc(C)n2)NC(=O)Nc2ccc(Cl)c(Cl)c2)c(OC)c1	-1	1	-1.5	-2	5	-2	0
CN1C[C@H]2[C@@H](c3ccccc31)[C@H](CO)N2C(=O)C1CCCCC1	3	-1	0.2	-2	8[16.7 µM]	-2	5
